Exocytosis inh: lytic granule exocytosis inhibition; inhibition, % at 10 µM; 0.66% of 360,000 active; TALL-104 LAMP-1 surface exposure, flow cytometry; cells stimulated with thapsigargin and PMA;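 active means inhibition above about 55%, limit read from the data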
iPSC survival up: hiPSC single-cell survival enhancement; ATPlite luminescence; 100% = ROCK inhibitor wells, 0% = DMSO; survival enhancement, % at 20 µM; 0.044% of 360,000 active; in the data active means survival enhancement above about 18%;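 further: cells exposed to compounds for 16 hours before the ATP read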
Cardio protect: modulators protecting cardiomyocytes from myocardial damage; 0.63% of 360,000 active; protection from H2O2 cell death, % at 20 µM; H9c2 cardiomyocytes, H2O2 injury protection, ATPLite, 2 h;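 active means compounds giving at least 50% protection of heart cells from peroxide-induced death in the single-dose screen, raw or plate-pattern-corrected value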;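 further: 0% = DMSO wells with peroxide and 100% = DMSO wells without peroxide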
ABCB6 inh MLPCN: blocks the human ABCB6 transporter | AID 602162 | K562-ABCB6 porphyrin accumulation, flow cytometry, 1 h; active compounds read low | Q9NP58 | fluorescence ratio to DMSO, % at 10 µM | 0.19% of 360,000 active;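 active means fluorescence ratio to DMSO below 75%, the collection mean minus 3 SD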;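 further: signal is porphyrin accumulated inside mitochondria; 100% equals median channel fluorescence of DMSO control wells; lower ratio means ABCB6 inhibition with less porphyrin fluorescence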
Target sequence (Q9NP58 whole entry, looked up): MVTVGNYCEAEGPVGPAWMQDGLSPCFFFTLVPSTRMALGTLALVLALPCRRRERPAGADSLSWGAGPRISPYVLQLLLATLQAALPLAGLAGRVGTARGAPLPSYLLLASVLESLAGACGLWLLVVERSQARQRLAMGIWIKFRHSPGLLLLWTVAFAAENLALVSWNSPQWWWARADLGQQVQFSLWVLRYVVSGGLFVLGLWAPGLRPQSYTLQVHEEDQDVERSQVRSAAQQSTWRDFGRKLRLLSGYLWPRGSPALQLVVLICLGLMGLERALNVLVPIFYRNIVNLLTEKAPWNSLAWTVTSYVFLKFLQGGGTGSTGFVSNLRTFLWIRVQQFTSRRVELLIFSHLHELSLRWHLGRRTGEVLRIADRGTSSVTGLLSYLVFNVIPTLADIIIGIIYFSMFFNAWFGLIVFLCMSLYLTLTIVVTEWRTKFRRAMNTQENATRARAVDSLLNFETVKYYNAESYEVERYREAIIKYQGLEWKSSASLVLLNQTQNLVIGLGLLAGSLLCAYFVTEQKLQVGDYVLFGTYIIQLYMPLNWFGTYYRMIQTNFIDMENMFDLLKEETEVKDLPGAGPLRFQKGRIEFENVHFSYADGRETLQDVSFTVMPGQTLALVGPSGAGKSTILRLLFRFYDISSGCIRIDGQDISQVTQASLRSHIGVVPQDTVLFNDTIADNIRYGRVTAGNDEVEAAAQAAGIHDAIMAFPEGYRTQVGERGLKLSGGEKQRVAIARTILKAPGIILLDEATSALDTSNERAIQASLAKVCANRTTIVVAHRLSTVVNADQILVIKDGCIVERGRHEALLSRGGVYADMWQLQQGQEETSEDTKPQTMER
MC4R antag cAMP: antagonists of human melanocortin 4 receptor (MC4R) | MC4R-expressing cells, MTII-stimulated cAMP, LANCE TR-FRET | inhibition, % at 6.5 µM | 0.48% of 360,000 active;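 active means inhibition above its plate's cutoff, the mean of tested wells on that plate plus 3 SD, cut at about 29% in these data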;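 further: 0% = Melanotan II alone and 100% = Melanotan II plus saturating MCL0020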
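system = U2OS cells with stable human MC4R expression | also added = Melanotan II challenge after compound preincubation | dosing = one concentration, 6.5 µM nominal | incubation = compound 30 min, challenge 1 h, detection 1 h | measured by = TR-FRET with Eu-cAMP and labeled anti-cAMP, 671 nm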
m5-HT2A agonist: mouse HTR2A agonism via beta-arrestin recruitment. 0.66% of 360,000 active. AID 624169. P35363. activation, % at 7.6 µM. CHO-K1 mHTR2A beta-arrestin complementation, luminescence; percent of 30 µM serotonin response;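 active means activation above a run cutoff, the mean activation of all tested compounds plus 3 SD, cut at about 14% in these data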;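 further: 0% = plate median of compound wells and 100% = 30 µM serotonin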
MC4R barr agon: activates human MC4R beta-arrestin recruitment | U2OS MC4R beta-arrestin complementation, luminescence; percent of melanotan II response, DMSO zero | activation, % at 8.9 µM | 0.98% of 360,000 active | AID 540308;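 active means activation above a per-plate cutoff, the mean activation of sample wells on that plate plus 3 SD, cut at about 8% in these data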
ABHD5-PLIN5 inh: inhibitors of human ABHD5-perilipin-5 interaction; Split G. princeps luciferase complementation, luminescence, 4 h; inhibition, % at 4 µM; 0.78% of 360,000 active; Q00G26+Q8WTS1; AID 602281;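 active means inhibition above the mean inhibition across every tested compound plus 3 SD, cut at about 22% in these data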;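 further: 0% = DMSO only wells and the 100% control is not disclosed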
N-glyco inh: N-linked glycosylation inhibition; AID 588692; D54 ERlucT glycosylation luciferase reporter, 24 h; percent of 100 nM tunicamycin response; reporter increase, % at 12.5 µM; 0.23% of 360,000 active;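 active means mean luciferase reporter signal, scaled so untreated is 0 and the glycosylation-blocking control 100, at or above a set limit in every replicate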;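 further: luciferase carries N-glycosylation sites so blocking glycosylation raises the light; 0% = median of neutral control wells and 100% = median of 100 nM tunicamycin wells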
aDG glyco up: increases alpha dystroglycan glycosylation; Pro5-aDG cells, alpha-DG glycosylation AlphaScreen (IIH6); 0% Pro5, 100% B10-LARGE cell signal; activation, % at 10 µM; 0.22% of 360,000 active;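 active means activation of at least 8% versus controls, or a plate z-score of at least 8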;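 further: Pro5 are CHO cells carrying HIG-tagged alpha-DG that lacks glycosylation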
* marks the source's active call; other numbers are inactive results.

Screening CC#CCCC(=O)N1C=Cc2ccccc2C1C#N (stereo not drawn) returned Exocytosis inh 4, iPSC survival up 0.9, Cardio protect 2, ABCB6 inh MLPCN 87, MC4R antag cAMP 5, m5-HT2A agonist 2, MC4R barr agon -1.2, ABHD5-PLIN5 inh -2, N-glyco inh -1 and aDG glyco up 0.3.
`COc1ccc(C(=O)OCCCc2cc3ccccc3c(=O)o2)cc1` gave Exocytosis inh 5, iPSC survival up 2.5, Cardio protect -6, ABCB6 inh MLPCN 94, MC4R antag cAMP 2, m5-HT2A agonist 1, MC4R barr agon 1.4, ABHD5-PLIN5 inh -5, N-glyco inh 1 and aDG glyco up 0.1.
COc1ccc(S(=O)(=O)Cc2ccc(C(=O)N3CCc4ccccc4C3)o2)cc1 was read as Exocytosis inh 8, iPSC survival up 0.2, Cardio protect 5, ABCB6 inh MLPCN 99, MC4R antag cAMP -1, m5-HT2A agonist 7, MC4R barr agon -0.4, ABHD5-PLIN5 inh 3, N-glyco inh -4 and aDG glyco up 0.9.
Screening O=C(CSc1ncn(-c2ccccc2)n1)c1cccs1 returned Exocytosis inh -3, iPSC survival up 0.6, Cardio protect 7, ABCB6 inh MLPCN 97, MC4R antag cAMP -1, m5-HT2A agonist -4, MC4R barr agon -1.4, ABHD5-PLIN5 inh -7, N-glyco inh 0 and aDG glyco up 0.2.
Screening CCN(Cc1cnn(C)c1)C(=O)c1cc(COc2ccc3c(c2)CCCC3)on1 returned Exocytosis inh 0, iPSC survival up 0.3, Cardio protect -16, ABCB6 inh MLPCN 96, MC4R antag cAMP -4, m5-HT2A agonist -4, MC4R barr agon -3.4, ABHD5-PLIN5 inh -1, N-glyco inh -3 and aDG glyco up 0.4.
Screening COc1cc(NS(=O)(=O)c2ccc3ccccc3c2)c2ncccc2c1 returned Exocytosis inh -32, iPSC survival up -0.1, Cardio protect 62*, ABCB6 inh MLPCN 93, MC4R antag cAMP 6, m5-HT2A agonist 4, MC4R barr agon -5.4, ABHD5-PLIN5 inh 6, N-glyco inh -10 and aDG glyco up -0.2.
Cc1ccc(S(=O)(=O)N(C)C)cc1NC(=O)COC(=O)C1=COCCO1 was read as Exocytosis inh -1, iPSC survival up -0.2, Cardio protect 10, ABCB6 inh MLPCN 94, MC4R antag cAMP 3, m5-HT2A agonist 5, MC4R barr agon -3.5, ABHD5-PLIN5 inh 3, N-glyco inh 4 and aDG glyco up 0.0.
Screening CC1(c2ccccc2)NC(=O)N(CC(=O)NNC(=O)c2cccc(Cl)c2)C1=O (stereo not drawn) returned Exocytosis inh 5, iPSC survival up 4.6, Cardio protect -4, ABCB6 inh MLPCN 101, MC4R antag cAMP 2, m5-HT2A agonist 1, MC4R barr agon -0.1, ABHD5-PLIN5 inh 4, N-glyco inh 1 and aDG glyco up -0.2.
Screening COc1cccc(-n2c(O)c(C=NCc3ccccn3)c3ccccc3c2=O)c1 returned Exocytosis inh -2, iPSC survival up -0.5, Cardio protect 10, ABCB6 inh MLPCN 93, MC4R antag cAMP 2, m5-HT2A agonist 2, MC4R barr agon -0.6, ABHD5-PLIN5 inh 2, N-glyco inh 1 and aDG glyco up -0.1.
Screening CCOC(=O)CCNC(=O)CCNC(=O)C(c1ccccc1)c1ccccc1 returned Exocytosis inh -2, iPSC survival up -0.3, Cardio protect 5, ABCB6 inh MLPCN 98, MC4R antag cAMP 9, m5-HT2A agonist -5, MC4R barr agon 1.5, ABHD5-PLIN5 inh -4, N-glyco inh 2 and aDG glyco up 0.4.
COc1cc(OC)cc(C(=O)Nc2cc(C)nn2-c2ccccc2)c1 was read as Exocytosis inh -6, iPSC survival up 0.1, Cardio protect 4, ABCB6 inh MLPCN 99, MC4R antag cAMP 10, m5-HT2A agonist -6, MC4R barr agon -0.6, ABHD5-PLIN5 inh -1, N-glyco inh -2 and aDG glyco up -0.1.
Screening Cc1cc(C)n2nc(N)nc2n1 returned Exocytosis inh -1, iPSC survival up 2.1, Cardio protect 3, ABCB6 inh MLPCN 93, MC4R antag cAMP -1, m5-HT2A agonist 4, MC4R barr agon 0.6, ABHD5-PLIN5 inh 0, N-glyco inh 0 and aDG glyco up 0.6.
`CCOc1ccc(-n2c(SCC(=O)NC)nnc2-c2ccco2)cc1` gave Exocytosis inh -2, iPSC survival up -0.7, Cardio protect 4, ABCB6 inh MLPCN 103, MC4R antag cAMP 6, m5-HT2A agonist -2, MC4R barr agon -1.6, ABHD5-PLIN5 inh 1, N-glyco inh -1 and aDG glyco up 0.1.
For Nc1nc(COC(=O)c2ccco2)nc(Nc2ccccc2)n1 the results were Exocytosis inh 1, iPSC survival up 4.5, Cardio protect -2, ABCB6 inh MLPCN 96, MC4R antag cAMP 8, m5-HT2A agonist -4, MC4R barr agon 1.0, ABHD5-PLIN5 inh 1, N-glyco inh 1 and aDG glyco up 0.0.
For O=C(CN1C(=O)NC2(CCc3ccccc32)C1=O)NC1CCCCC1 (stereo not drawn) the results were Exocytosis inh -2, iPSC survival up -1.2, Cardio protect 7, ABCB6 inh MLPCN 104, MC4R antag cAMP 8, m5-HT2A agonist -2, MC4R barr agon -2.3, ABHD5-PLIN5 inh 5, N-glyco inh 3 and aDG glyco up -0.1.
Screening COc1cc(OC)c2c(-c3ccccc3)cc(=O)oc2c1C(CCN1CCCCC1)c1ccc(N(C)C)cc1 (stereo not drawn) returned Exocytosis inh -1, iPSC survival up -2.8, Cardio protect -26, ABCB6 inh MLPCN 99, MC4R antag cAMP 8, m5-HT2A agonist -16, MC4R barr agon 1.8, ABHD5-PLIN5 inh 12, N-glyco inh -10 and aDG glyco up 2.7.
Screening CN1CCc2c(OCc3ccc(F)cc3)cccc2C1=O returned Exocytosis inh -11, iPSC survival up 2.9, Cardio protect -12, ABCB6 inh MLPCN 104, MC4R antag cAMP 5, m5-HT2A agonist 1, MC4R barr agon -3.0, ABHD5-PLIN5 inh -1, N-glyco inh -3 and aDG glyco up 0.0.
Screening N#CCC(=O)N1CCN(C(c2ccccc2)c2ccccc2)CC1 returned Exocytosis inh -2, iPSC survival up 0.5, Cardio protect 0, ABCB6 inh MLPCN 94, MC4R antag cAMP 8, m5-HT2A agonist 6, MC4R barr agon -0.5, ABHD5-PLIN5 inh 2, N-glyco inh 2 and aDG glyco up -0.1.
CC(=O)Nc1cccc(NC(=O)c2ccc(COc3ccccc3)cc2)c1 was read as Exocytosis inh -9, iPSC survival up -0.6, Cardio protect -13, ABCB6 inh MLPCN 97, MC4R antag cAMP -4, m5-HT2A agonist -5, MC4R barr agon 2.1, ABHD5-PLIN5 inh -4, N-glyco inh -2 and aDG glyco up 0.0.
For COc1ccc(/C=C/C(=O)OCC(=O)Nc2ccc(S(N)(=O)=O)cc2)cc1OC the results were Exocytosis inh 3, iPSC survival up -0.6, Cardio protect -2, ABCB6 inh MLPCN 95, MC4R antag cAMP 2, m5-HT2A agonist 5, MC4R barr agon -2.1, ABHD5-PLIN5 inh -4, N-glyco inh 0 and aDG glyco up -0.2.
Cc1ccc(-c2nc3ccccc3c(=O)n2O)cc1 was read as Exocytosis inh 2, iPSC survival up -0.6, Cardio protect 9, ABCB6 inh MLPCN 96, MC4R antag cAMP -6, m5-HT2A agonist -1, MC4R barr agon -0.1, ABHD5-PLIN5 inh -8, N-glyco inh 2 and aDG glyco up -0.2.
Cc1ccc(C(=O)NCC(=O)N2CCN(c3cccc(Cl)c3)CC2)s1 was read as Exocytosis inh -4, iPSC survival up 1.4, Cardio protect -10, ABCB6 inh MLPCN 99, MC4R antag cAMP -1, m5-HT2A agonist 4, MC4R barr agon 0.3, ABHD5-PLIN5 inh -2, N-glyco inh -1 and aDG glyco up 0.1.
CC(C)Nc1nc(Oc2ccc(Cl)cc2Cl)cc(C(F)(F)F)n1 was read as Exocytosis inh 8, iPSC survival up 1.6, Cardio protect -17, ABCB6 inh MLPCN 99, MC4R antag cAMP 13, m5-HT2A agonist 0, MC4R barr agon 0.7, ABHD5-PLIN5 inh 3, N-glyco inh -3 and aDG glyco up -0.1.
For CCO/C=C1\SC(=S)N(c2ccc(Cl)cc2)C1=O the results were Exocytosis inh -2, iPSC survival up -0.1, Cardio protect -2, ABCB6 inh MLPCN 97, MC4R antag cAMP -2, m5-HT2A agonist -3, MC4R barr agon -0.3, ABHD5-PLIN5 inh -24, N-glyco inh 2 and aDG glyco up -0.2.
`CN1C(=O)SC(Nc2ccccc2)C1=O` (stereo not drawn) gave Exocytosis inh -8, iPSC survival up -0.5, Cardio protect -13, ABCB6 inh MLPCN 100, MC4R antag cAMP -2, m5-HT2A agonist 0, MC4R barr agon 0.0, ABHD5-PLIN5 inh 2, N-glyco inh 1 and aDG glyco up 0.0.
For CC[n+]1oc(-c2ccccc2)cc1C the results were Exocytosis inh 9, iPSC survival up -0.7, Cardio protect -6, ABCB6 inh MLPCN 94, MC4R antag cAMP 12, m5-HT2A agonist -1, MC4R barr agon -1.2, ABHD5-PLIN5 inh 2, N-glyco inh 0 and aDG glyco up -0.5.
Screening CC(=O)Nc1ccc(OS(=O)(=O)c2ccc(C)cc2C)cc1 returned Exocytosis inh 1, iPSC survival up -0.6, Cardio protect 3, ABCB6 inh MLPCN 103, MC4R antag cAMP 14, m5-HT2A agonist -3, MC4R barr agon 0.0, ABHD5-PLIN5 inh 3, N-glyco inh 0 and aDG glyco up -0.3.
`COC(=O)c1ccccc1NC(=O)CSc1nc(O)c(-c2ccccc2)c(=O)[nH]1` gave Exocytosis inh -1, iPSC survival up 3.9, Cardio protect 6, ABCB6 inh MLPCN 101, MC4R antag cAMP 24, m5-HT2A agonist -2, MC4R barr agon -2.3, ABHD5-PLIN5 inh -2, N-glyco inh 4 and aDG glyco up -0.2.
O=C(COC(=O)CCCSc1nc2ccccc2[nH]1)Nc1ccc(Oc2ccccc2)cc1 was read as Exocytosis inh -6, iPSC survival up -0.5, Cardio protect -14, ABCB6 inh MLPCN 93, MC4R antag cAMP -2, m5-HT2A agonist -4, MC4R barr agon -1.7, ABHD5-PLIN5 inh -4, N-glyco inh -4 and aDG glyco up 0.1.
Screening Cc1cc(S(=O)(=O)NC2CCCCC2)c(C)s1 returned Exocytosis inh 5, iPSC survival up -3.0, Cardio protect -1, ABCB6 inh MLPCN 96, MC4R antag cAMP 1, m5-HT2A agonist -3, MC4R barr agon 2.8, ABHD5-PLIN5 inh -6, N-glyco inh -1 and aDG glyco up -0.1.
For Cc1cc2c3c([nH]c2cc1S(=O)(=O)NCc1ccc(CN2CCCCCC2)o1)CC(C)(C)CC3=O the results were Exocytosis inh 7, iPSC survival up -0.3, Cardio protect -4, ABCB6 inh MLPCN 99, MC4R antag cAMP 4, m5-HT2A agonist -3, MC4R barr agon -0.4, ABHD5-PLIN5 inh 5, N-glyco inh 0 and aDG glyco up 0.0.
Screening Cc1ccc(OCCCSc2ncccn2)cc1C returned Exocytosis inh -7, iPSC survival up -0.3, Cardio protect -7, ABCB6 inh MLPCN 98, MC4R antag cAMP 6, m5-HT2A agonist 0, MC4R barr agon -0.7, ABHD5-PLIN5 inh -3, N-glyco inh -2 and aDG glyco up 0.2.

Compound activity from PubChem BioAssay.
